# SKKanGAS inh: S. pyogenes SKKanGAS growth inhibitors in kanamycin, primary screen, streptokinase expression inhibitor project, SKKanGAS strain, BacTiter-Glo luminescence; 6 h; inhibition, % at 7.5 µM; 1.3% of 300,000 active;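 active = mean replicate score, as percent of positive control median, at least 50; inconclusive = mean below 50 but one replicate at or above 50; inactive = mean and every replicate below 50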;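 note: strain carries kanamycin resistance gene driven by streptokinase promoter and grows in 40 µg/ml kanamycin; loss of luminescence reflects streptokinase promoter inhibition or plain growth inhibition; 0% = median of DMSO wells and 100% = positive control at its reference dose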
# TRPC6 act: mouse TRPC6 channel activators, primary screen, cell-based, HEK293, membrane potential dye. HEK293-TRPC6 membrane potential dye fluorescence; active compounds read high. B-score at 10 µM. 0.13% of 310,000 active;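 active = B-score of the integrated fluorescence ratio above library mean plus 3 SD, and starting fluorescence ratio within library mean plus 5 SD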;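 note: higher score means more depolarization so channel activation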
# TRPC6 inh: mouse TRPC6 channel inhibitors, primary screen, cell-based, HEK293, membrane potential dye. 1.1% of 310,000 active. ACh-evoked depolarization; active compounds read low. B-score at 10 µM. Short transient receptor potential channel 6 (Mus musculus), Q61143;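 active = B-score under library mean minus 3 SD, initial fluorescence not abnormally high, positive integrated signal ratio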;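 note: B-score derived from integrated fluorescence ratio over the kinetic read; more negative B-score means stronger inhibition of depolarization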
# HDAC3 inh: HDAC3 deacetylase inhibitors, primary screen, biochemical, fluorescence, cell-free homogeneous | recombinant HDAC3, fluorogenic peptide/trypsin coupled | Histone deacetylase 3 (Homo sapiens), O15379 | inhibition, % at 8.3 µM | 0.15% of 320,000 active; in the data active = inhibition above about 26%, passing the limit was not always enough; inconclusive = no clear call, values can overlap the other calls
# Target sequence (O15379 whole entry, looked up): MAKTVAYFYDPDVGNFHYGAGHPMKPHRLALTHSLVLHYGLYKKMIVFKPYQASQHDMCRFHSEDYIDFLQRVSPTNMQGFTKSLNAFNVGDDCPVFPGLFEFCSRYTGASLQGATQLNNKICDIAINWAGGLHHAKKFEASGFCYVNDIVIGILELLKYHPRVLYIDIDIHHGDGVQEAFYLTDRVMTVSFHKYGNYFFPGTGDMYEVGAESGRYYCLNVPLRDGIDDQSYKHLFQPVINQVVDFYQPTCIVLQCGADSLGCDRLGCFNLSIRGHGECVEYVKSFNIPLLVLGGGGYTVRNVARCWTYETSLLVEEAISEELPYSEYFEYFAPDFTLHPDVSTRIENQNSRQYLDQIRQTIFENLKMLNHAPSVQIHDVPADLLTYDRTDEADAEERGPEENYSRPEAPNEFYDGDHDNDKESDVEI
# TMEM16A act: TMEM16A chloride channel activators or potentiators, primary screen, cell-based, HTS; Anoctamin-1 (Mus musculus), Q8BHY3; HEK293 TMEM16A/YFP-H148Q/I152L, iodide quench fluorescence; active compounds read low; B-score at 10 µM; 0.3% of 340,000 active; AID 623877, 2012;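 active = fluorescence-ratio B-score plate-corrected deviation score at least 3 library SD below zero, with starting fluorescence score within 5 deviations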;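 note: channel opened by trigger with iodide after compound preincubation; score built on the fluorescence ratio of max minus min over baseline; more negative score means more quench and so TMEM16A activation or potentiation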
# RGS4 pot: RGS4 potentiators or activators, primary screen, cell-based, HEK293 M3R inducible RGS4, calcium flux; carbachol calcium flux Fluo4; active compounds read low; B-score at 10 µM; 0.92% of 310,000 active; AID 463111, 2010;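 active = B-score of the integrated calcium signal more than 4 SD below the library mean, with starting fluorescence not abnormally high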;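 note: negative B-score means reduced calcium response which marks RGS4 activation or potentiation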
#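 Test system: HEK293 cells with stable M3R and inducible RGS4; also added: carbachol at ECmax as muscarinic agonist stimulus; schedule: dye loading 30 min 37 °C, buffer rest 30 min RT; technique: kinetic calcium fluorescence imaging with Fluo4-AM dye, 2 µM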
# TMEM16A inh: TMEM16A chloride channel inhibitors, primary screen, cell-based, HTS; Anoctamin-1 (Mus musculus), Q8BHY3; HEK293 TMEM16A/YFP iodide influx fluorescence, ionomycin; normalized B-score (activity score, 25-100; higher = stronger inhibition) at 10 µM; 1.2% of 310,000 active;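 active = ratio plate-corrected score three or more library SD toward inhibition, starting fluorescence score within five deviations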;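 note: score derived from kinetic fluorescence span divided by baseline fluorescence per well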
# MrgX1 ag: agonists of human MrgX1 receptor, primary screen, HEK293 cells, Fluo-4 calcium flux; Fluo-4 calcium fluorescence, agonist mode; active compounds read high; B-score at 10 µM; 0.44% of 310,000 active; AID 588627, 2011;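 active = calcium response B-score plate-corrected fluorescence ratio at least 3 library SD, with starting fluorescence B-score inside 5 SD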
# Target sequence (Q96LB2 whole entry, looked up): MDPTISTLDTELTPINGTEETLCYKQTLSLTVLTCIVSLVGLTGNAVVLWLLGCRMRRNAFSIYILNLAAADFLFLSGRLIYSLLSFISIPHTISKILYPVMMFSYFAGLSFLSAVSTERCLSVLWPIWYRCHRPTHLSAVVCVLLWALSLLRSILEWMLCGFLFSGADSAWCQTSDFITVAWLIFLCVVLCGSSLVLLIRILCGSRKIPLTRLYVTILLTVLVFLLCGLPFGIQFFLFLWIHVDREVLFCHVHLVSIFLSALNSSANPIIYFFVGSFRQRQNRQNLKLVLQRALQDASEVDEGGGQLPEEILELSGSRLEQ
#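 Test system: HEK293 cells stably expressing human MrgX1 receptor; amount: 15,000 cells per well; doses: compound delivered in addition one of three; times: overnight plating before 1 h dye loading; detection: Fluo-4 NW calcium-flux fluorescence, kinetic read; read-out basis: B-scored fluorescence response ratio; controls: positive and negative controls per plate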
# MrgX1 antagonist: antagonists of human MrgX1 receptor, primary screen, HEK293 cells, Fluo-4 calcium flux. BAM8-22 antagonism; active compounds read low. B-score at 10 µM. Mas-related G-protein coupled receptor member X1 (Homo sapiens), Q96LB2. 1.3% of 310,000 active;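 active = calcium-response B-score plate-corrected more than 3 library SD below zero, starting fluorescence within 5 deviations, no agonist response on first addition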;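 note: peak minus trough fluorescence over baseline after final BAM8-22 challenge near maximal dose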
# RGS4 block: RGS4 inhibitors, primary screen, cell-based, HEK293 M3R inducible RGS4, calcium flux; Regulator of G-protein signaling 4 (Homo sapiens), P49798; Fluo-4 calcium flux; active compounds read high; triggered by carbachol at its EC20; B-score at 10 µM; 0.45% of 310,000 active;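 active = B-score, a plate-corrected calcium signal, over three deviations above library mean, with baseline fluorescence within five deviations of library mean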;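 note: RGS4 expression induced by doxycycline in cells with stable M3 receptor; B-score is computed from the integrated fluorescence ratio over baseline after carbachol; higher B-score means a larger calcium signal and so more RGS4 inhibition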
# Target sequence (P49798 whole entry, looked up): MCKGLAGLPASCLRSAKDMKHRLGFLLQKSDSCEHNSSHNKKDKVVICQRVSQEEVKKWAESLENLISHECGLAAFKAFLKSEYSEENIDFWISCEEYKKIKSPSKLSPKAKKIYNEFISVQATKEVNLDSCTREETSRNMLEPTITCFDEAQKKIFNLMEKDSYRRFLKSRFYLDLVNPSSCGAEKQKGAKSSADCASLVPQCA
# MrgX1 allo act: positive allosteric modulators of MrgX1, primary screen, HEK293 cells, Fluo-4 calcium flux; Mas-related G-protein coupled receptor member X1 (Homo sapiens), Q96LB2; FDSS; active compounds read high; B-score at 10 µM; 0.63% of 310,000 active; AID 588675, 2011;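 active = plate-corrected calcium response at least 3 library SD above typical, normal starting fluorescence, not activating the receptor alone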;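 note: compound read alongside a low EC10 to EC30 dose of BAM8-22 agonist; peak minus trough fluorescence over baseline measured at the second addition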
# * marks the source's active call; other numbers are inactive results; i = inactive; ? = inconclusive; nt = not tested or not shown.
SMILES,SKKanGAS inh,TRPC6 act,TRPC6 inh,HDAC3 inh,TMEM16A act,RGS4 pot,TMEM16A inh,MrgX1 ag,MrgX1 antagonist,RGS4 block,MrgX1 allo act
CCOc1ccc(-c2n[nH]c(C)c2-c2ccccn2)c(O)c1,-4.6,i,i,-2.6,i,i,i,i,i,i,i
COc1nc(N2CCCCCC2)nc(N2CCCCCC2)n1,23.2,i,i,-4.7,i,i,i,i,i,i,i
O=C(CCN1C(=O)C2C3C=CC(C3)C2C1=O)N1CCCCC1 (stereo unspecified),2.4,i,i,0.9,i,i,i,i,i,i,i
OCC1(Cc2ccccc2Cl)CCN(C/C=C/c2ccccc2)CC1,-10.3,i,-5.3*,-1.7,i,-9.22*,i,i,i,i,i
CCOC(=O)N1CCN(C(=S)NC(=O)c2cncc(Br)c2)CC1,-14.1,i,i,6.2,i,i,i,i,i,i,i
COc1cc2cc(C(=O)N3CCc4ccccc4C3)[nH]c2cc1OC,-1.4,i,i,3.0,i,i,i,i,i,i,i
CC(C)c1nnc(NC(=O)c2cccnc2)s1,-5.3,i,i,3.5,i,i,i,i,i,i,i
CC1(C)C(=O)OC(C(=O)c2ccccc2)C(C)(C)C1=O (stereo unspecified),-4.2,i,i,-9.3,i,i,i,i,i,i,i
c1ccc(CNc2nc(CN3CCOCC3)nc3scc(-c4ccccc4)c23)cc1,-1.0,i,i,11.9,i,i,i,i,i,i,i
N#Cc1nc(-c2ccc(OCc3ccc(Cl)cc3)cc2)oc1N1CCC(C(N)=O)CC1,2.5,i,i,-2.8,i,i,i,i,i,i,i
Cc1ccc2c(CC(=O)N3CCN(c4ccccc4)CC3)coc2c1,-3.0,i,i,4.9,i,i,i,i,i,i,i
O=C(CBr)Nc1c2c(nn1-c1ccccc1)CSC2,-1.8,i,i,9.0,i,i,i,i,i,i,i
CCS(=O)(=O)c1ncc(CO)n1CCc1ccccc1,2.5,i,i,-2.2,i,i,i,i,i,i,i
CCCc1nnc(NC(=O)CNc2ccc(F)cc2)s1,-6.2,i,i,-4.2,i,i,i,i,i,i,i
O=C(Nc1cc(Br)c(O)c(Br)c1)c1cccc(NC(=O)c2ccco2)c1,22.2,i,i,-4.5,i,i,i,i,i,i,i
Cc1ccc(N(CC(=O)NCc2ccc3c(c2)OCO3)S(=O)(=O)c2c(C)noc2C)cc1,-4.6,i,i,nt,i,i,i,i,i,i,i
COc1ccc(C(=O)C2CCCN(Cc3nc4ccccc4nc3C)C2)cc1OC (stereo unspecified),6.5,i,i,-4.0,i,i,i,i,i,i,i
COc1ccc(/C=N/NC(=O)c2cc(C)oc2C)cc1OCc1ccccc1,2.2,i,i,15.7,i,i,i,i,i,i,i
COc1ccc(-n2c(SCC(=O)N/N=C(\C)c3cccnc3)nc3ccccc3c2=O)cc1,-0.7,i,i,-11.7,i,i,i,i,i,i,i
O=C(Nc1cccc(Cl)c1Cl)C1CCN(c2ncccn2)CC1,-0.3,i,i,-2.6,i,i,i,i,i,i,i
O=C(c1cc(=O)c2ccccc2o1)N1CCN(c2ccccc2)CC1,-15.3,i,i,3.9,i,i,i,i,i,i,i
CCOC(=O)C1CCN(C(=O)c2cc3c(=O)n4ccccc4nc3n2C)CC1,-1.7,i,i,-51.9,i,i,i,i,i,i,i
Cc1cc(C(=O)N2CCCc3ccccc32)ccc1[N+](=O)[O-],8.2,i,i,-1.5,i,i,i,i,i,i,i
O=S(=O)(NCCc1csc(-c2cccnc2)n1)c1ccc2c(c1)OCCO2,-4.3,i,i,0.5,i,i,i,i,i,i,i
O=[N+]([O-])C(/C=C(\Cl)[N+](=O)[O-])=C1N(Cc2ccc(Cl)nc2)CCN1Cc1ccc(Cl)nc1,0.3,i,i,-3.0,i,i,i,i,i,i,i
O=C(CO/N=C\c1ccccc1)Nc1ccccc1C(=O)N1CCOCC1,-2.9,i,i,-1.7,i,i,i,i,i,i,i
N#Cc1ccccc1CSc1nc2ncc(Br)cc2[nH]1,-2.8,i,i,0.2,i,i,i,i,i,i,i
O=C(O)CN1CCN(CC(=O)O)CCN(CC(=O)O)CCN(CC(=O)O)CC1,16.3,i,i,1.0,i,i,i,i,i,i,i
Cc1ccc(NC(=S)/C(=C(\[O-])c2ccc(Cl)s2)[n+]2cccc(CO)c2)cc1C,14.1,i,i,6.6,i,i,i,i,i,i,i
O=C(COC(=O)c1ccc(S(=O)(=O)NCc2ccco2)cc1)NC1CCCCCC1,-6.1,i,i,3.2,i,i,i,i,i,i,i
CCOc1cc(/C=C2/C(=N)N3C(=NC2=O)SN=C3S(C)(=O)=O)ccc1OS(=O)(=O)c1ccccc1,23.5,i,i,4.0,i,i,i,i,i,i,26.7*
c1ccc(C2c3[nH]c4ccccc4c3CCN2Cc2cccn2-c2ccccn2)nc1 (stereo unspecified),-4.6,i,i,nt,i,i,i,i,i,i,i
CC(=O)Nc1cccc(NC(=O)C(C)N2c3cccc4cccc(c34)S2(=O)=O)c1 (stereo unspecified),5.2,i,i,-3.6,i,i,i,i,i,i,i
COc1ccc(NC(=S)Nn2cnnc2)c(OC)c1,nt,i,i,1.5,i,i,i,i,i,i,i
CC1(C)CC(=O)C2=C(C1)OC1=C(C(=O)CC(C)(C)C1)C2c1ccc(O)cc1O,-3.8,i,i,7.8,i,i,i,35.8*,i,i,i
O=S(=O)(c1ccccc1)c1nc(Cc2ccccc2)oc1N1CCOCC1,2.4,i,i,2.0,i,i,i,i,i,i,i
COc1ccc(CC(NC(C)=O)C(=O)NC2CCN(C(=O)C3CCCCC3)CC2)c(OC)c1 (stereo unspecified),2.6,i,i,-0.3,i,i,i,i,i,i,i
O=S(=O)(Nc1cccc2c1CCCC2)c1ccc(Cl)cc1,?,i,i,8.0,i,i,i,i,i,i,i
CC1(C)SC(=S)N(/N=C/c2ccc(O)cc2)C1N(O)C(=O)Nc1ccc([N+](=O)[O-])cc1 (stereo unspecified),13.7,i,i,19.9,i,i,100*,i,i,i,i
Cc1cc(C(=O)CSc2cccc[n+]2[O-])c(C)n1-c1ccccc1,-14.9,i,i,8.6,i,i,i,i,i,i,i
COc1ccc(OC)c(NC(=O)c2oc3ccccc3c2NC(=O)C2CC2)c1,-1.3,i,i,-13.3,i,i,i,i,i,i,i
COc1cc(C(=O)Nc2ccc(C(N)=O)cc2)c([N+](=O)[O-])cc1OC,0.5,i,i,0.3,i,i,i,i,i,i,i
COc1cccc(NC(=O)c2cccc(C(=O)Nc3cccc(OC)c3)c2)c1,1.1,i,i,-7.5,i,i,i,i,i,i,i
Cn1c(-c2ccc(F)cc2)cnc1NCc1cc2c(cc1[N+](=O)[O-])OCO2,1.4,i,-6.15*,3.4,i,i,i,i,i,i,i
Cc1cc(C)c(S(=O)(=O)c2cccc(Cl)c2)c(=O)[nH]1,-4.9,i,i,-0.7,i,i,i,i,i,i,i
CCc1nnc(NC(=O)CCNC(=O)c2ccco2)s1,-1.1,i,i,-2.1,i,i,i,i,i,i,i
Cc1nonc1C1CCCN1Cc1cn[nH]c1-c1ccc(-c2ccccc2)cc1 (stereo unspecified),13.3,i,i,11.2,i,i,i,i,i,i,i
COc1ccc(C)cc1NC(=O)COC(=O)c1ccc(OCc2ccc(Cl)cc2Cl)c(OC)c1,0.8,i,i,4.1,i,i,i,i,i,i,i
CCCOc1cc(C)c(S(=O)(=O)N2CCN(C)CC2)cc1C,-0.4,i,i,-4.1,i,i,i,i,i,i,i
COc1ccccc1CNC(=O)C1CC(c2cccc([N+](=O)[O-])c2)=NO1 (stereo unspecified),7.6,i,i,6.5,i,i,i,i,i,i,i
O=C(N/N=C/c1ccc(OC(=O)c2ccccc2Cl)cc1)c1ccc(O)cc1,23.4,i,i,-2.3,i,i,i,i,i,i,i
COc1ccc(/C=C/c2cc(C(=O)O)c3ccccc3n2)cc1,19.9,i,i,2.7,i,i,i,i,i,i,i
COc1cc(NC(=O)c2ccc(Cl)cc2)c2ncccc2c1,-3.5,i,i,-5.7,i,i,i,i,i,i,i
Cc1ccc(SC/C(O)=C(\C#N)c2nc3ccccc3s2)cc1,76.6*,i,i,4.3,i,i,25*,i,i,i,i
Cc1c(C)n(CCC#N)c2ccc(Cl)cc12,3.3,i,i,9.6,i,i,i,i,i,i,i
Cc1nc2ccc(NC(=O)c3ccco3)cc2s1,-4.6,i,i,3.0,i,i,i,i,i,i,i
CC1CCCC(C)N1C(=O)COC(=O)c1cc(Br)ccc1Cl (stereo unspecified),-6.3,i,i,-7.8,i,i,i,i,i,i,i
CCc1ccc(N(C(=O)c2csnn2)C(C(=O)NC2CCCC2)c2cccnc2)cc1 (stereo unspecified),1.2,i,i,2.5,i,i,i,i,i,i,i
O=C(COc1ccc2c(c1)OCO2)Nc1ccc(Cl)cn1,-1.9,i,i,-7.5,i,i,i,i,i,i,i
Cc1c(C(=O)N2CCOCC2)[nH]c2c1C(=O)CC(c1ccc(Cl)cc1)C2 (stereo unspecified),3.9,i,i,-3.6,i,i,i,i,i,i,i

# Other structures follow.
SMILES,SKKanGAS inh,TRPC6 act,TRPC6 inh,HDAC3 inh,TMEM16A act,RGS4 pot,TMEM16A inh,MrgX1 ag,MrgX1 antagonist,RGS4 block,MrgX1 allo act
NCCCCCc1nnc(SCC(=O)Nc2cccc(Cl)c2)o1,-1.4,i,i,-11.8,i,i,i,i,i,i,i
O=C(CNC(=O)c1cccs1)OCC(=O)c1ccc(Br)cc1,-0.2,i,i,-15.4,i,i,i,i,i,i,i
Cc1cccc(N2CCN(C(C)C(=O)N3CCc4ccccc43)CC2)c1C (stereo unspecified),-2.7,i,i,5.7,i,i,i,i,i,i,i
Cc1ccc(Oc2ccc(NC(=O)CSc3n[nH]c(N)n3)cc2)cc1,1.0,i,i,-2.9,i,i,i,i,i,i,i
CCC(C)(C)n1nnnc1CN(Cc1cccs1)Cc1cc2cc(OC)ccc2[nH]c1=O,-0.5,i,i,1.9,i,i,i,i,i,i,i

# High-throughput results: PubChem BioAssay, several laboratories
